# Compound activity deposited in PubChem by Fisher Drug Discovery Resource Center.
# NPYLR7 agonist – activates Aedes aegypti NPYLR7 receptor | HEK293T NPYLR7/Galpha15, GCaMP6s calcium fluorescence | activation, % at 10 µM | 270,000 compounds, 0.15% hits | AID 1259423; in the data active = activation above about 40%;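 note: 0% = vehicle and 100% = reference agonist at the receptor; some compounds past the cut are filed as inactive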
# mcGAS lum – blocks mouse cGAS activity. inhibition, % at 12.5 µM. AID 1259399. Q8C6L5. 160,000 compounds, 0.15% hits. recombinant cGAS, Kinase-Glo ATP depletion luminescence;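 note: 0% = negative control wells and 100% = reference inhibitor with no enzyme activity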
# hcGAS lum – inhibitors of human cGAS. recombinant h-cGAS, ATP depletion, Kinase-Glo luminescence. inhibition, % at 12.5 µM. 290,000 compounds, 0.081% hits. AID 1259398;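 note: 0% = vehicle reaction and 100% = reaction without DNA for no activity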
# Target sequence (Q8N884 whole entry, looked up): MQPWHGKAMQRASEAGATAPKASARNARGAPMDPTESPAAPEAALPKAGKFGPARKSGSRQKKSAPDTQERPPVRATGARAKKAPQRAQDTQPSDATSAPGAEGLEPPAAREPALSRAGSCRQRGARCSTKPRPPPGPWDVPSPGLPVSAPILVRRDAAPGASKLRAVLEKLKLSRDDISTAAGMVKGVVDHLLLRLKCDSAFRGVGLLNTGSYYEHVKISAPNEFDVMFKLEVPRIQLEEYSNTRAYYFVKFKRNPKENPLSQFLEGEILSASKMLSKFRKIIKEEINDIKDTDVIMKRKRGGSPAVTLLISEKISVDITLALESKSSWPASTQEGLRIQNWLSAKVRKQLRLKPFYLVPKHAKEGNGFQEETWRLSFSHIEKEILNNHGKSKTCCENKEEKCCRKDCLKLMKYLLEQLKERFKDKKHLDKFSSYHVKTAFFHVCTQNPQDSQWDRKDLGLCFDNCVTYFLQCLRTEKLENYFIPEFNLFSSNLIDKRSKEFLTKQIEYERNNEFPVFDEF
# The depositor's hits bear a star; / = not tested or not shown; & = joins results of further samples. Cut-off read from the data, not from the text of the source, unless noted: active = inhibition above about 40%; inactive = the rest. Compounds as they come. About 0.26% of those tested had a hit in this group.
# Results follow in this order: NPYLR7 agonist, mcGAS lum, hcGAS lum
- COc1cc2c(cc1OC)C(c1ccccc1)N(C(=O)Nc1cc(F)ccc1F)CC2 (stereo not given)
 : 12, -9, -7
- Cc1cccc(CSC2=NS(=O)(=O)c3ccccc3N2)c1
 : 8, /, -2
- COc1cc(-c2nc3ccccn3c2NC(C)(C)CC(C)(C)C)ccc1OC(=O)C1CC1
 : 11, -9, -9
- COc1ccc(-c2c[nH]n3c(=O)c(Cc4ccccc4)c(C)nc23)cc1
 : -13, /, -6
- C=C(C)COc1ccccc1-n1c(C)cn2c3c(=O)n(C)c(=O)n(C)c3nc12
 : -3, /, -4
- C=CCn1cc(/C=C(/C#N)c2ccc(F)cc2)c2ccccc21
 : 3, /, -9
- Cc1cccc(NC(=O)N(C)Cc2cc(C)on2)c1
 : 2, /, -16
- Cc1ncc(C[n+]2cccc3ccccc32)c(N)n1
 : -2, /, 3
- Cc1ccc(CSc2nnc(-c3ccc4c(c3)OCO4)o2)cc1
 : -1, /, -3
- Cc1cccc(CC2SC(=Nc3ccc(Cl)cc3)NC2=O)c1 (stereo not given)
 : -15, -8, -4
- CN(Cc1n[nH]c(=O)n1CCc1ccccc1F)S(C)(=O)=O
 : 0, /, 4
- CC1(C)CN=C(SCc2cc(F)cc3c2OCOC3)NC1
 : 12, -8, -12
- C=CCN(Cc1cc(Br)ccc1F)C(=O)C1CCC(=O)NC1 (stereo not given)
 : -6, /, -9
- COCCCN(Cc1c(-c2cccc(C)c2)noc1N1CCCC1)C(=O)NC(C)C
 : /, -5, -4
- CC1CCCN(C(C(N)=O)c2ccccc2)C1 (stereo not given)
 : 5, /, -12
- C/C=C/C=C/C(=O)N1CCCC1c1nnc2c(C(F)(F)F)cccn12 (stereo not given)
 : 14, -4, -2
- CCCOCC(=O)NCc1nccn1C(F)F
 : 4, /, -4
- COc1ccccc1CCNC(=O)CN1CN(c2ccccc2)C2(CCN(C(=O)Nc3cccc(Cl)c3)CC2)C1=O
 : 0, -6, -3
- C(=NNc1nc2ccccc2[nH]1)C1CCCCC1
 : -1, -4, -5
- CCOc1ccc(C(=O)NNC(=O)C2CN(C(C)=O)c3ccccc3O2)cc1 (stereo not given)
 : 6, /, -6
- CCc1c(C)c(C(=O)NCc2ccc3c(c2)OCO3)n(Cc2ccccc2C)c1C
 : 0, -5, -3
- CCCc1c(C)nn(-c2ccc(C(=O)Nc3cccc(Oc4ccccc4)c3)cc2)c1C
 : -6, -3, -7
- CCOC(=O)c1cnc2cc(C(F)(F)F)ccc2c1Nc1ccc(O)c(C(=O)O)c1
 : 16, -9, -8
- Cn1cc(NC(=O)c2cccc(CN3CCCCC3c3cccnc3)c2)nn1 (stereo not given)
 : -1, /, -7
- CCS(=O)(=O)N(CC(=O)Nc1ccccc1)c1cc(Br)ccc1OC
 : 6, -15, -8
- CC(CN1CCc2ccccc2C1)NC(=O)c1cccc2ccnn12 (stereo not given)
 : 4, /, 0
- CCc1nc(C)c(C(=O)Nc2cccc(NC(=O)CCc3ccccc3)c2)o1
 : 10, /, -1
- COc1cc(C(=O)NS(=O)(=O)c2cccnc2)ccc1OC1CCCC1
 : 13, -15, -7
- COc1cc(C#N)ccc1Oc1ccc(NC(=O)Cn2cccn2)cc1
 : 8, /, -7
- CCc1ccc(-n2c(C(CC)N(CCc3ccc(OC)c(OC)c3)C(=O)c3ccc(Cl)cc3)nc3ccccc3c2=O)cc1 (stereo not given)
 : 29, -6, -7
- COc1ccc(CCN=C(NC(=O)c2cccs2)OC(C)C)cc1OC
 : -14, 0, 3
- O=C(c1cc(Cl)cc(Cl)c1)N1CCSC1c1cccc(Cl)c1 (stereo not given)
 : 8, -4, -10
- O=C(Nc1ncnc2c1CCC2)c1nc2ccccc2s1
 : 9, /, -6
- CCOC(=O)N1CCN(C(=O)c2cc(COc3ccc(F)cc3F)on2)CC1
 : 15, /, -6
- CCN1CCCC1CNC(=O)NC1CC(=O)N(c2ccc(C)c(C)c2)C1 (stereo not given)
 : 13, -3, -2
- C=CCn1c(SCC(=O)Nc2c(F)cccc2F)nc2scc(-c3ccco3)c2c1=O
 : -4, -7, -4
- CCN(CCCNC(=O)CCn1c(=S)[nH]c2cc3c(cc2c1=O)OCO3)c1ccccc1
 : -4, /, 6
- Cc1ncc(CNC(=O)N2CCN(C3CC4CCC3C4)CC2)s1 (stereo not given)
 : 1, 8, 7
- CN1CCC2(CCc3cc(-c4ccc(C(=O)NN(C)c5ccccc5)cc4)ccc3O2)CC1
 : 15, /, -7
- COc1ccc(CCNC(=O)c2ccccc2N2CCC(NC(=O)c3cccs3)CC2)cc1OC
 : -5, -5, -5

# Whole records, looked up by structure. Values in the order: NPYLR7 agonist, mcGAS lum, hcGAS lum
# `C=CCn1c(SCC(=O)Nc2c(F)cccc2F)nc2scc(-c3ccco3)c2c1=O` across the screens: -4, -7, -4
# `CCOC(=O)N1CCN(C(=O)c2cc(COc3ccc(F)cc3F)on2)CC1` across the screens: 15, /, -6
# `Cc1ncc(CNC(=O)N2CCN(C3CC4CCC3C4)CC2)s1` (stereo not given) across the screens: 1, 8, 7
# `O=C(c1cc(Cl)cc(Cl)c1)N1CCSC1c1cccc(Cl)c1` (stereo not given) across the screens: 8, -4, -10
# `CN1CCC2(CCc3cc(-c4ccc(C(=O)NN(C)c5ccccc5)cc4)ccc3O2)CC1` across the screens: 15, /, -7

# Continued.
# Results follow in this order: NPYLR7 agonist, mcGAS lum, hcGAS lum
- CCCOc1c(Cl)cc(C(=O)Nc2ncc(C)s2)cc1OCC
 : 6, /, -4
- O=C(NC(C(=O)Nc1ccccc1)C1CCN(C(=O)c2ccco2)CC1)c1ccc(F)cc1 (stereo not given)
 : 17, -5, -5
- COc1cc2cc(C(=O)N3CCCC3)[nH]c2c(OC)c1OC
 : -22, /, -7
- O=C1OCCN1c1nnc(Sc2ccc(C(F)(F)F)cn2)s1
 : 10, /, -2
- CCCN(CC(=O)N(CCc1c[nH]c2ccccc12)Cc1ccc(C(C)(C)C)cc1)C(=O)Nc1ccccc1
 : -3, -5, -11
- Cc1cnc(CNC2(C(=O)NCC3CC3)CCCC2)cn1
 : 7, /, -2
- CCc1nc(C)c(C(=O)N2CC(c3ccncc3)C2)o1
 : 17, /, 2
- COc1ccc(OC)c(C2SCC(=O)N2CC(=O)N2CCOCC2)c1 (stereo not given)
 : 6, -3, -2
- O=C(O)/C=C/c1ccc(O)c(O)c1
 : -11&1&8, -3&-3, 8&-4&-4
- O=C(CN1CSCC1=O)Nc1nnc(C2CC2)s1
 : -1, /, -3
- COc1cccc(NC(=O)Cn2c(-c3nnc(C(C)C)o3)cc3ccccc32)c1
 : 0, -9, -5
- CCCC(=O)N1CC2(C(C)C)CN(C(=O)CCC)CC(C(C)C)(C1)C2=O
 : 3, /, 8
- Nc1ccnc(C(=O)N2CCC3(CCNCC3)CC2)c1
 : 11, /, -7
- Cc1nc2c(=O)n(Cc3ccc(Cl)cc3Cl)nc(-c3ccco3)c2s1
 : 8, -6, 3
- Cn1c(=O)n(C)c2cc(CNc3cc(C(=O)O)ccc3Cl)ccc21
 : -4, -5, -1
- O=C(COc1ccc(Cl)cc1)Nc1cccc(C2SCC(=O)N2c2ccc(F)cc2F)c1 (stereo not given)
 : 1, 2, 7
- CC(=O)Oc1ccc(N(C(C)=O)S(=O)(=O)c2ccccc2)c2ccccc12
 : 0, /, -9
- COc1ccc(-c2cc(NC=O)c3ncc(-c4ccc(F)c(Cl)c4)n3c2)cc1
 : -5, -3, -1
- COCCCN(Cc1c(-c2ccccc2)noc1N1CCC(C)CC1)C(=O)c1ccccc1F
 : -8, 0, -2
- CC1(C)C2CCC1(CS(=O)(=O)NCc1nnc(SCc3ccccc3)n1-c1cc(Cl)ccc1Cl)C(=O)C2 (stereo not given)
 : -16, 0, 13
- O=C(NCCC1=CCCCC1)C1CC12CCN(Cc1ccc3ccccc3c1)CC2 (stereo not given)
 : 7, -26, -7
- Nc1cccc(Oc2ccc3c(c2)C(=O)N(c2ccc(O)cc2)C3=O)c1
 : -5, /, 4
- CCCCCCCCc1ccc(C(=O)N2CCN(Cc3cc(=O)c(OCc4cccc(F)c4)co3)CC2)cc1
 : 24, -6, -8
- CCC(C(=O)Nc1ccccc1F)n1nnc(C(=O)OC)c1C(=O)OC (stereo not given)
 : -8, -5, -5
- CCN(Cc1nc2cc(Cl)ccc2c(=O)[nH]1)C(=O)CCNC(=O)c1ccccc1
 : 15, /, -11
- CC1CCCCN1CCCNC(=O)C(C1CCCC1)N1CCN(C(=O)C2CC2)CC1 (stereo not given)
 : -4, -3, -3
- CCOc1ccc(N2C(=O)CSC2c2ccccc2Br)cc1 (stereo not given)
 : -5, /, -6
- C=CCNC(=O)CSc1nnc(-c2ccc(OC)cc2)n1C(C)C
 : 6, /, -6
- Cc1cn2c3c(=O)n(Cc4ccccc4F)c(=O)n(C)c3nc2n1CCO
 : 3, /, -5
- ON=Cc1cccn1-c1ccccc1
 : -13, -8, -3
- CCOC(=O)c1nc2cc(Cl)c(Cl)cc2nc1N1CCCN(C(=O)c2ccc(F)c(Cl)c2)CC1
 : /, 3, 5
- COCCn1c(C)cn2c3c(=O)n(Cc4ccccc4Cl)c(=O)n(C)c3nc12
 : 2, -8, -3
- CNC(=O)C(=O)Nc1cc(Br)ccc1Cl
 : 3, /, -5
- COc1ccc(Cc2nc3ccc(S(=O)(=O)N4CCOCC4)cc3[nH]2)cc1
 : 3, /, -8
- COCCN(Cc1ccsc1)Cc1ccc(C(O)(c2cccs2)c2cccs2)o1
 : 20, -5, -8
- Cc1ccccc1CN1C(=O)C2(NCC(C)(C)S2)c2cc(Cl)ccc21 (stereo not given)
 : 7, /, -2
- COc1cc(Br)c(Cn2cnnc2C#N)cc1OC
 : -1, -8, -5
- CC(C)Cn1ccnc1NC(=O)c1ccc(S(=O)(=O)NC(C)(C)C)o1
 : 7, -11, -2
- O=C(CCc1cccc(F)c1)NC1CCCc2c1cnn2-c1cc(F)cc(F)c1 (stereo not given)
 : 3, -9, -9
- O=C(CCS(=O)(=O)c1ccccc1)N(CCCN1CCOCC1)c1nc2ccccc2s1
 : -1, -5, -5
- COc1ccc(-c2nnc(-c3cc(OC)c(OC)c(OC)c3)o2)cc1OC
 : 9&2, /, -9&-1
- CC(C)CN(C(=O)c1cc(C2CC2)[nH]n1)C1CCN(C)CC1
 : 2, /, -5
- Cc1ccc(CNC2CCCCc3ccccc32)s1 (stereo not given)
 : -2, /, -3
- CCN(CCNS(=O)(=O)N1CCOCC1)c1ccccc1C
 : 9, /, -7
- Cc1ccc(-c2ccc(=O)n(CCCNC(=O)c3ccc(F)c(F)c3)n2)cc1
 : -1, /, 1
- Cc1ccccc1-n1ncc2c(NC(C)(C)CO)ncnc21
 : 14, -5, -4
- O=C(NC1C[C@H]1c1ccccc1)N1CCN(C(c2ccc(F)cc2)c2ccc(F)cc2)CC1 (stereo not given in full)
 : 26, -8, -2
- CC(NC(C(=O)N(C)C)c1ccccc1)c1ccc(Cl)cc1 (stereo not given)
 : 2, /, -12
- Cc1c(NC(=O)Nc2cnn(C)c2)cccc1OC(F)F
 : 10, /, -7
- CN(CCOc1ccccc1)C(=O)c1cc2ccccc2oc1=O
 : 21, /, -11

# (more compounds)
# Results follow in this order: NPYLR7 agonist, mcGAS lum, hcGAS lum
- S=c1[nH]nc(C2CCCCC2)n1-c1ccc(Cl)c(Cl)c1
 : -5, /, -4
- Cn1cnc2cnc(Nc3ccccc3Cl)cc21
 : -5, -2, 3
- O=S(=O)(NC1CCOc2ccccc21)c1ccc2c(c1)OCCCO2 (stereo not given)
 : 6, -6, -4
- C#CCN(C)C(=O)c1ccc(-n2nc(C(=O)OCC)c3c2-c2ccccc2C3)cc1
 : -3, -5, -2
- CN(CC1CCN(c2ccccc2)C1)C(=O)c1cn2c(n1)CNCC2 (stereo not given)
 : -5, -11, -4
- COc1cc(C(C)NC(=O)N(C)C(C2CC2)C2CC2)cc(OC)c1OC (stereo not given)
 : 1, 0, 4
- Cc1ccsc1CCCC(=O)O
 : 13, /, -7
- Cc1ccc2nc(C)c(C(=O)NCCSc3ncn[nH]3)cc2c1
 : -6, -11, -1
- CCCCc1nc(Cl)c2c3c(sc2n1)CCCC3
 : -5, /, -5
- Cc1cc(C)cc(NC(=O)CSc2c[nH]c3ccccc23)c1
 : 1, /, -5
- CN(CC(=O)N(C)C1CCC(c2ccccc2)CC1)c1cnccn1 (stereo not given)
 : 4, -2, 1
- Cc1ccc(C)c(Cn2c(N3CCN(CC(C)C)CC3)nc3c2c(=O)[nH]c(=O)n3C)c1
 : 23, /, 2
- C#CCn1c(=NC(=O)CN2C(=O)CCC2=O)sc2cc(Cl)ccc21
 : 3, /, -11
- CC(C)Cc1cc(C(=O)N2CCn3cncc3C2)on1
 : -2, -2, 2
- Cc1nc(-c2cccnc2)nc(N2CCNC(=O)CC2)c1C
 : 0, /, -6
- CCOC(=O)c1[nH]c2ccccc2c1NC(=O)CCC1CCCC1
 : 0, -7, -7
- CCCCCCCC(=O)N(CC(=O)Nc1cc(-c2ccccc2)nn1-c1ccc(F)cc1)Cc1ccccc1
 : -2, -3, -3
- CC(C)N(CC(=O)N(Cc1cccn1Cc1ccc(F)cc1)C1CCCCC1)C(=O)c1ccc(F)cc1
 : -3, -5, -4
- Cc1cccc(NC(C)C(=O)Nc2ccc3c(c2)OCO3)c1C (stereo not given)
 : 1, /, -14
- C=CCn1c(CCCOc2ccc(Cl)cc2Cl)n[nH]c1=S
 : 3, /, -5
- Cc1nonc1CN(C)C(=O)c1cc(COc2ccc(F)cc2Cl)on1
 : 2, /, -2
- Cc1cccc(NC(=O)CNC(=O)c2ccsc2)c1C
 : -1, /, -17
- O=C1/C(=C/c2ccc(-c3cc(Cl)ccc3Cl)o2)C=C(c2ccccc2)N1c1cccc(Br)c1
 : 0, -6, -6
- O=C(NCc1ccccn1)c1cc2n(n1)CCN(Cc1c(F)cccc1Cl)C2=O
 : -3, -4, -2
